Assay outcomes from PubChem.
GluA2 TARP mod: GluA2-stargazin AMPA receptor complex modulation. O88602+P19491. HEK293 GluA2+stargazin, membrane potential dye (FDSS), glutamate EC50; hits were called plate by plate, in both directions. calls only at 30 µM. 3.5% of 40,000 active;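 active = any of four per-well response measures lying three or more SD from its plate-wide compound average, in either direction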
Target sequence (O88602 whole entry, looked up): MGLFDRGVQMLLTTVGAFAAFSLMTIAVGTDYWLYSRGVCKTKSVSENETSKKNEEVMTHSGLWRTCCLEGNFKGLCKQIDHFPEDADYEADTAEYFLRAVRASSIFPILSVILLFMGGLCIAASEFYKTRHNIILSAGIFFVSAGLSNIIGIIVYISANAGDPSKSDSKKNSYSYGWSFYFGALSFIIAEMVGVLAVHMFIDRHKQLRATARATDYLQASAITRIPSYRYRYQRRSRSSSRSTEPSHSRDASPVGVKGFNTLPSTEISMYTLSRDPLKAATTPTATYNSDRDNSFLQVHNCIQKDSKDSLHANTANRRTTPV
Target sequence (P19491 whole entry, looked up): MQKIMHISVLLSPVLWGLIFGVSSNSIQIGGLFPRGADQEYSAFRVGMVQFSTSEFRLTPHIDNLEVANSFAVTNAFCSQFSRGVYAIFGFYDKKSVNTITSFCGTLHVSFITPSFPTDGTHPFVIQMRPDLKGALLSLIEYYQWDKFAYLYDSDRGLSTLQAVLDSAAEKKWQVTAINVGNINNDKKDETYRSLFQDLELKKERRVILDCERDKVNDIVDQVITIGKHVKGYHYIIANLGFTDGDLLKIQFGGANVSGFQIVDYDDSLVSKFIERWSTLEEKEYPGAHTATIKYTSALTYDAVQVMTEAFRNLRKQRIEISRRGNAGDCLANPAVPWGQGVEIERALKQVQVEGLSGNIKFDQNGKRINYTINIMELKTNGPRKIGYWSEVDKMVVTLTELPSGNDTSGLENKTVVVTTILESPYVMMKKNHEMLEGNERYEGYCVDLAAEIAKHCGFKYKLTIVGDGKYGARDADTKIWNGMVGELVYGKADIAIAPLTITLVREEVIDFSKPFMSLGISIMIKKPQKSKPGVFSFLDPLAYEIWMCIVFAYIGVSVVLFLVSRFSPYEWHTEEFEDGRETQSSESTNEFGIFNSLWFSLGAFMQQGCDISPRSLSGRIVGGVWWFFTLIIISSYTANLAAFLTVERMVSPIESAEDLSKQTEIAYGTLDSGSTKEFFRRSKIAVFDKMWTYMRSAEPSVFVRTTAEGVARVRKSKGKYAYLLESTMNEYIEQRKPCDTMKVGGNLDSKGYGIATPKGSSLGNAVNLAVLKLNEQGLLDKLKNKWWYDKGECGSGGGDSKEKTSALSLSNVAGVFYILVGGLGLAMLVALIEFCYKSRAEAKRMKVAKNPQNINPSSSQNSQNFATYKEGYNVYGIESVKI
GluA2 TARP mod agonism max-min: also measured in GluA2 TARP mod; calls as there; compound max-min signal; compound-alone response (agonism);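 unitless range of fluorescence divided by baseline over first 100 seconds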
GluA2 TARP mod glutamate slope: further read-out of GluA2 TARP mod, marked with its call; glutamate slope, % of max; measured here: glutamate response slope, % max;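 scaled per plate between vehicle wells and maximal 1 mM glutamate control wells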
Active calls of the source: *; i = inactive; + = active, no number; & = joins results of further samples. Only part of the results is shown. The share of hits here may be higher or lower than overall.

SMILES	GluA2 TARP mod	GluA2 TARP mod agonism max-min	GluA2 TARP mod glutamate slope
CCCNC(=O)Cn1nc2c(c1NC(=O)C1CC(=O)N(c3ccc(F)cc3)C1)CSC2 (configuration not stated)	i	0.082	55
CCCCc1ccc(NCCn2c(C)cn3c4c(=O)n(C)c(=O)n(C)c4nc23)cc1	i	0.094	29
COc1ccc(OCC(=O)NCCc2ccc(OC)c(OC)c2)cc1	i	0.063	65
COC(=O)c1sc2ccccc2c1S(=O)(=O)Nc1cc(OC)c(OC)c(OC)c1	i	0.14	54
CCc1cccc(NC(=O)CSc2ncc(S(=O)(=O)c3cccc(Cl)c3)c(=O)[nH]2)c1	i	0.098	47
CC(C)CCNC(=O)C(=O)Nc1ccc(Cl)c(N2CCCS2(=O)=O)c1	i	0.094	93
CCOCCn1c(-n2nc(C)cc2C)nc2c1c(=O)n(Cc1ccccc1C)c(=O)n2C	i	0.043	66
O=C(CCc1csc(NC(=O)c2ccc(F)cc2)n1)NCCC1=CCCCC1	i	0.089	58
Cc1c(C(=O)O)oc2c1C(=O)CC(C)(C)C2	i	0.056&0.045	27&49
Cc1ccc(S(=O)(=O)NCC(O)c2ccc(C(F)(F)F)cc2)s1 (configuration not stated)	i	0.2	53
O=C(c1cnn2ccccc12)N1CCN(S(=O)(=O)C2CC2)CC1	i	0.099	68
COCC(C)(O)CNC(=O)c1cc(C)cs1 (configuration not stated)	i	0.084	63
COc1ccc(C(=O)NC2C=CS(=O)(=O)C2)cc1OC (configuration not stated)	i	0.1	63
COc1cc(N2CCN(S(=O)(=O)c3ccc(C(F)(F)F)cc3)CC2)nc(OC)n1	i	0.13	45
CCOc1ccc(-c2ccc(=O)n(Cc3nc(-c4ccc(C)c(C)c4)no3)n2)cc1	i	0.087	51
Cn1c(-c2cccs2)nn(CCNS(=O)(=O)/C=C/c2ccccc2)c1=O	i	0.15	68
O=C(Cn1cnc(-c2ccccc2)cc1=O)NCCC(c1ccccc1)c1ccccc1	i	0.094	53
O=C(NCCCc1ccccc1)N1CCN(Cc2nc(-c3cccs3)cs2)CC1	i	0.13	61
CC1CCN(S(=O)(=O)c2ccc(-c3nc(C#N)c(NCc4ccc(F)cc4)o3)cc2)CC1	i	0.073	48
COc1ccc(C(=O)Nc2ccc3c(c2)CCC(=O)N3CC(C)C)cc1	i	0.066	39
O=C(CS(=O)(=O)c1ccc(Br)s1)NCc1ccco1	i	0.084	47
COc1cc(NC(=O)Nc2cccc(-c3ccc(N4CCCC4)nn3)c2)cc(OC)c1	i	0.077	60
Cc1cc(-c2nnc(NC(=O)C3CCCCN3S(=O)(=O)c3cccs3)o2)n(C)n1 (configuration not stated)	i	0.081	50
O=C(Nc1ccccn1)c1ccc(S(=O)(=O)N2CCOCC2)o1	i	0.13	58
COc1cc(C(=O)N2C(=S)C(c3ccccc3)=NC23CCCCC3)cc(OC)c1OC	i	0.11	66

Record cards, as listed above. Order of screens: GluA2 TARP mod	GluA2 TARP mod agonism max-min	GluA2 TARP mod glutamate slope
Listed for CC1CCN(S(=O)(=O)c2ccc(-c3nc(C#N)c(NCc4ccc(F)cc4)o3)cc2)CC1 → i	0.073	48
Listed for CCOc1ccc(-c2ccc(=O)n(Cc3nc(-c4ccc(C)c(C)c4)no3)n2)cc1 → i	0.087	51

3 records picked at random from the list so far:
SMILES	GluA2 TARP mod	GluA2 TARP mod agonism max-min	GluA2 TARP mod glutamate slope
CCCNC(=O)Cn1nc2c(c1NC(=O)C1CC(=O)N(c3ccc(F)cc3)C1)CSC2 (configuration not stated)	i	0.082	55
CCc1cccc(NC(=O)CSc2ncc(S(=O)(=O)c3cccc(Cl)c3)c(=O)[nH]2)c1	i	0.098	47
Cc1ccc(S(=O)(=O)NCC(O)c2ccc(C(F)(F)F)cc2)s1 (configuration not stated)	i	0.2	53

Continued:
SMILES	GluA2 TARP mod	GluA2 TARP mod agonism max-min	GluA2 TARP mod glutamate slope
CC(C)C(=O)N1CCCc2ccc(NC(=O)C(=O)NC3CCCCC3)cc21	i	0.063	48
Cc1cccc(Nc2nc(N)nc(CSc3nccn3C)n2)c1	i	0.046	31
CCn1c(N=Nc2c(O)[nH]c3ccccc23)nc2c1c(=O)[nH]c(=O)n2C	i	0.11	50
c1ccc(-c2nnc(CN3CCC4(CC3)OCCO4)o2)cc1	i	0.11	61
Cc1nc(-c2ccccc2)sc1C(=O)OCC(=O)c1cccs1	i	0.066	48
Cc1ccccc1NC(=O)CN1C(=O)NC2(CCC(C)CC2)C1=O (configuration not stated)	i	0.13	60
CCOc1ccccc1NC(=O)CCc1c(C)nn(-c2nc(C)cc(=O)[nH]2)c1C	i	0.13	52
Cc1cc(NC(=O)Cc2ccc(-c3ccccc3)cc2)ccc1N1CCCC1=O	i	0.096	41
CCn1nccc1C(=O)Nc1nnc(-c2ccc(OC)cc2OC)o1	+	0.3*	65*
Cn1nc(C2CCCN(C(=O)CN3C(=O)CCC3=O)C2)n(-c2ccccc2)c1=O (configuration not stated)	i	0.1	55
COc1cccc(-n2nnnc2SCC(=O)Nc2ccc(Cl)c(C(F)(F)F)c2)c1	i	0.059	45
CN1CCN(c2ccc(NC(=O)c3cc4ccccc4o3)cc2)CC1	i	0.054	58
CC(=O)SCC(=O)N=c1sc2cc(Br)ccc2n1C	i	0.091	58
COc1cc(NC(=O)CCc2ccccc2)ccc1N1CCCC1=O	i	0.086	54
COc1ccc(S(=O)(=O)N2CCCc3cc(NC(=O)c4cc(C)cc(C)c4)ccc32)cc1	i	0.11	62
O=C(NCC1(O)CCOCC1)Nc1ccccc1C(F)(F)F	i	0.081	51
Cc1nc(-c2cccs2)c(CCC(=O)Nc2ccccc2N2CCOCC2)s1	i	0.071	49
Cn1cc(C(=O)N2CCCCCC2)cc(NC(=O)c2cccs2)c1=O	i	0.082	58
O=C(CSc1ncnc2[nH]ncc12)c1ccc(-c2ccccc2)cc1	i	0.071	61
CC(C)S(=O)(=O)c1cccc(C(=O)Nc2nc(-c3ccccc3)c(C(=O)c3ccccc3)s2)c1	i	0.064	53
CSCCn1c(=NC(=O)c2cc(C)no2)sc2ccccc21	i	0.14	41
Cc1nnsc1C(=O)N1CCC(CNC(=O)C2(c3cccs3)CCCC2)CC1	i	0.045	38
CC(=O)c1ccc(OC(=O)COc2ccccc2)cc1	i	0.042	29
CS(=O)(=O)N1CCCc2ccc(NS(=O)(=O)c3ccc4c(c3)OCCO4)cc21	i	0.091	57
CCn1c(=O)c2c(nc(NCCCOC)n2C)n(C)c1=O	i	0.12	60

Exported bar-delimited: part of the list above
SMILES | GluA2 TARP mod | GluA2 TARP mod agonism max-min | GluA2 TARP mod glutamate slope
COc1ccc(OCC(=O)NCCc2ccc(OC)c(OC)c2)cc1 | i | 0.063 | 65
COc1cc(C(=O)N2C(=S)C(c3ccccc3)=NC23CCCCC3)cc(OC)c1OC | i | 0.11 | 66
CCn1nccc1C(=O)Nc1nnc(-c2ccc(OC)cc2OC)o1 | + | 0.3* | 65*
CC1CCN(S(=O)(=O)c2ccc(-c3nc(C#N)c(NCc4ccc(F)cc4)o3)cc2)CC1 | i | 0.073 | 48
COc1ccc(S(=O)(=O)N2CCCc3cc(NC(=O)c4cc(C)cc(C)c4)ccc32)cc1 | i | 0.11 | 62
O=C(c1cnn2ccccc12)N1CCN(S(=O)(=O)C2CC2)CC1 | i | 0.099 | 68

(more compounds)
SMILES	GluA2 TARP mod	GluA2 TARP mod agonism max-min	GluA2 TARP mod glutamate slope
CC(C)C(=O)Nc1ccc(S(=O)(=O)NCCOc2ccc(-c3ccccc3)nn2)cc1	i	0.044	63
O=C(CCc1ccccc1)NC1C=CS(=O)(=O)C1 (configuration not stated)	i	0.098	59
COc1cccc(OC)c1C(=O)NCCNC(=O)c1ccc(NC(=O)C2CC2)cc1	i	0.087	47
CC(O)(CNS(=O)(=O)Cc1ccccc1)c1ccc2c(c1)OCO2 (configuration not stated)	i	0.12	40
COCCNC(=O)Cc1cc(-c2cccc(OC)c2)on1	i	0.089	51
CCCN1COc2ccc3c(=O)c(-c4ccc(F)cc4)c(C(F)(F)F)oc3c2C1	i	0.13	45
O=C(NCC(c1ccc(F)cc1)N1CCOCC1)Nc1ccc(Cl)cc1 (configuration not stated)	i	0.16	66
O=C(COc1cccc(C(F)(F)F)c1)N1CCN(c2ccc3nncn3n2)CC1	i	0.081	38
COc1ccc(Cl)cc1NC(=O)c1cc2c(=O)n3cccc(C)c3nc2n1Cc1ccccc1	i	0.13	52
CSc1ncccc1C(=O)N1CCC(CNC(=O)/C=C/c2cccs2)CC1	i	0.053	54
CCOCCn1c(=O)c2c(nc3n(C4CCCCC4)c(C)c(C)n23)n(C)c1=O	i	0.069	62
C=CCn1c(=O)c2c(nc3n(-c4ccccc4OC)c(-c4ccccc4)cn23)n(C)c1=O	i	0.031	32
Cc1ccc(S(=O)(=O)c2[nH]c(-c3ccccc3)nc2SCC(=O)NC(C)(C)C)cc1	i	0.11	63
CCC(C)NC(=O)C1(c2ccc(OC)cc2)CCOCC1 (configuration not stated)	i	0.03	44
COc1ccc(SCCC(=O)Nc2nccs2)cc1	i	0.1	55
O=C(CCc1ccccc1)N(CCN1CCOCC1)c1nc2c(Cl)cccc2s1	i	0.064	62
CCN(CC)CCCN1C(=O)C(=O)/C(=C(/O)c2cccc(OC)c2)C1c1ccccn1 (configuration not stated)	i	0.1	51
COc1ccc2nc(-c3nc4ccccc4s3)sc2c1	i	0.074	56
CCOc1ccc(NC(=O)Cn2cc(C(=O)c3ccc(Cl)cc3)c(=O)c3cc4c(cc32)OCCO4)cc1	i	0.13	55
O=c1cc(-c2ccccc2Cl)oc2ccc(F)cc12	i	0.046	49
O=c1c2ccccc2[nH]c(=S)n1CCc1ccc(Cl)cc1	i	0.074	74
CCOC(=O)c1c(NCc2ccc3c(c2)OCO3)c2ccc(Cl)cc2[nH]c1=O	i	0.055	51
CCOc1ccc2ccccc2c1C(=O)N1CCN(c2nccn2CC)CC1	i	0.046	55
O=C(NCC1CCCO1)C12CC3CC(CC(C3)C1)C2 (configuration not stated)	i	0.1	54
O=C(NCCOc1ccc(F)cc1)c1ccc(Cl)c(Cl)c1	i	0.1	64

(listing goes on)
SMILES	GluA2 TARP mod	GluA2 TARP mod agonism max-min	GluA2 TARP mod glutamate slope
CCN1CCc2c(sc(NC(=O)c3cc4ccccc4o3)c2-c2nc3ccccc3s2)C1	i	0.069	34
O=C(CSc1nc(=O)n(CCCO)c2c1CCCC2)Nc1ccc([N+](=O)[O-])cc1	i	0.043	32
COc1cc(C)c(C)cc1S(=O)(=O)NCC(C)(O)CCSC (configuration not stated)	i	0.092	61
Cc1ccc(S(=O)(=O)CCCC(=O)N(Cc2cccnc2)c2nc3cc(C)c(C)cc3s2)cc1	i	0.048	51
CN1C(=O)NC2(CCN(C(=O)c3ccc(Br)o3)CC2)C1=O	i	0.039	55
Cc1cc(F)ccc1S(=O)(=O)NCC1CCN(c2ccccn2)CC1	i	0.1	61
Cc1cc([N+](=O)[O-])ccc1NC(=O)C(=O)N1CCN(c2ccccc2F)CC1	i	0.12	60
O=C(/C=C/c1ccc2c(c1)OCO2)Nc1ccc2c(c1)CN(C(=O)c1cccs1)CC2	i	0.075	55
O=C(Nc1cccc(F)c1)c1ccc2c(c1)CC(c1ccc(Cl)cc1)OC2=O (configuration not stated)	i	0.088	57
Cn1c(=O)c2c(SCC(=O)N3CCN(c4ccccc4)CC3)ccnc2n(C)c1=O	i	0.11	52
Cc1ccc(Cl)cc1NC(=O)CN1CCN(C(=O)N2CCOCC2)CC1	i	0.071	69
Cc1cc(C)c2sc(N3CCN(C(=O)NCc4ccccc4)CC3)nc2c1	i	0.1	70
O=C(CCc1csc2nc(-c3ccc(Cl)cc3)cn12)NCCc1c[nH]c2ccccc12	i	0.18	64
CSCCC(C)(O)CNS(=O)(=O)c1ccccc1Br (configuration not stated)	i	0.12	55
Cc1noc(C)c1CN1CCN(S(=O)(=O)c2ccccc2F)CC1	i	0.074	57
CCOC(=O)C1CCc2sc(NC(=O)C3CN(C(=O)c4cnccn4)C3)nc21 (configuration not stated)	i	0.076	55
CCc1ccc(N2C(=O)C3N=NN(CC(=O)Nc4cccc(C)c4C)C3C2=O)cc1 (configuration not stated)	i	0.1	64
CCOCC(=O)NCC1CCN(C(=O)NC(C)(C)C)CC1	i	0.11	63
N#Cc1ccccc1NC(=O)C(=O)NCC1CCN(Cc2ccco2)CC1	i	0.077	51
O=C(CSc1ncnc2c1[nH]c1ccccc12)Nc1ccccc1Cl	i	0.11	46
CCOC(=O)Cn1c(=NC(=O)CSC(C)=O)sc2cc(F)ccc21	i	0.069	59
COc1ccc(NC(=O)c2ccc(=O)n(CC(=O)Nc3ccc(C(C)C)cc3)n2)cc1	i	0.043	58
CCOc1ccc(S(=O)(=O)N2CCN(CCn3nc(C)cc3C)CC2)cc1	i	0.094	70
Cc1ccc(S(=O)(=O)c2c(C)nn(C(C)(C)C)c2OC(=O)c2cccc(C(F)(F)F)c2)cc1	i	0.059	22
COc1ccccc1-c1ccc(=O)n(CC(=O)N2CCCCC2)n1	i	0.054	64

Following part.
SMILES	GluA2 TARP mod	GluA2 TARP mod agonism max-min	GluA2 TARP mod glutamate slope
COc1ccc(C2C(C(=O)C3CC3)=C(O)C(=O)N2CCCOC(C)C)cc1OC (configuration not stated)	i	0.084	55
CCN(CC)CCNC(CC(=O)Nc1ccc(OC)cc1)C(=O)O (configuration not stated)	i	0.1	69
CCn1nc(C)cc1C(=O)N(CCCN(C)C)c1nc2ccc(Cl)cc2s1	i	0.1	41
O=C(CCc1ccccc1)Nc1cccc(N2CCCC2=O)c1	i	0.12	44
O=S(=O)(NCCN1CCC(c2cccs2)CC1)c1ccc2c(c1)OCCO2	i	0.059	52
CCSc1ccc(CC(=O)Nc2nc3c(s2)CCCC3)cc1	i	0.11	49
COc1ccc(NC(=O)Cn2cc(-c3ccccc3)c(N3CCOCC3)n2)c(OC)c1	i	0.081	67
CCOC(=O)Cn1c(=O)c2c(nc(-n3nc(CC)cc3CC)n2CC)n(C)c1=O	i	0.082	73
O=C(CC1CCCCN1S(=O)(=O)c1ccccc1)NCc1cccs1 (configuration not stated)	i	0.019	56
